CHRM1 PAM = human CHRM1 positive allosteric modulation | P11229 | CHO-K1 hM1, Fluo-8 calcium fluorescence, ACh EC20; 0% = ACh EC20, 100% = maximal ACh | activation, % at 3 µM | 360,000 tested, 0.088% active | AID 588819; in the data active means activation above about 19%, passing the limit was not always enough
Target sequence (P11229 whole entry, looked up): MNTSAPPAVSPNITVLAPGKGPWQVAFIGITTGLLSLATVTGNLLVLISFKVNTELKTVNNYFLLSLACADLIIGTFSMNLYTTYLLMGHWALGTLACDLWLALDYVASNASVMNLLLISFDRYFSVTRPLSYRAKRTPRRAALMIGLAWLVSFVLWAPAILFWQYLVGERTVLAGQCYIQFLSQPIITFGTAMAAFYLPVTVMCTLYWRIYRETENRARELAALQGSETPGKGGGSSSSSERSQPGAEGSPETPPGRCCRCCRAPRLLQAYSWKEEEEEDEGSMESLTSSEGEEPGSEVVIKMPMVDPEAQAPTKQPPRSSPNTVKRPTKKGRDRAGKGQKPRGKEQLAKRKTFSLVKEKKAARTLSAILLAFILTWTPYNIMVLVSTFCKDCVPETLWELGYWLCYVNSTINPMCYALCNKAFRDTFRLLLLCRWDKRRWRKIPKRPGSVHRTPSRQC
CHRM5 PAM = positive allosteric modulators of human muscarinic M5 receptor; P08912; CHO-K1 hM5, Fluo-8 calcium, ACh EC20 PAM; 0% = ACh EC20, 100% = ACh EC100; activation, % at 3 µM; 360,000 tested, 0.3% active; AID 624038;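 active means activation above the run cutoff, the mean activation of all test compounds plus 3 SD, cut at about 18% in these data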
Target sequence (P08912 whole entry, looked up): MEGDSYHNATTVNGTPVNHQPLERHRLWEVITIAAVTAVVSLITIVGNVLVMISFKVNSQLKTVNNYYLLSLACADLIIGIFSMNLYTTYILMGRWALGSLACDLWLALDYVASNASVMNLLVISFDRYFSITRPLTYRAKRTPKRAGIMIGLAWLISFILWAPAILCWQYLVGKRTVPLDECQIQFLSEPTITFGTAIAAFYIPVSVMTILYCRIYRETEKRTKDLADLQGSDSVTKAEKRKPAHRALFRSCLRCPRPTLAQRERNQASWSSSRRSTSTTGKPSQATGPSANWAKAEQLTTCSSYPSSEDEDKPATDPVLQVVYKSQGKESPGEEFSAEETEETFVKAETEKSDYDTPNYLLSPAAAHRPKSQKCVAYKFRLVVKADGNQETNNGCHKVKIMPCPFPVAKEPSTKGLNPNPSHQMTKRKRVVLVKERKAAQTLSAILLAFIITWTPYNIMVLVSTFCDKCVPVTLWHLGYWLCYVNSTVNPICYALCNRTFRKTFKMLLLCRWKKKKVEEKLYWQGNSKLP
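Probe or stimulus: acetylcholine, EC20 level; Assay system: human M5 receptor in CHO-K1 cells; Schedule: compound preincubation 140 s before EC20 acetylcholine addition; Technique: intracellular calcium via Fluo-8 fluorescence; Dosing: single-point, 3 µM nominal; Read-out basis: percent activation from peak-over-basal fluorescence ratio, scaled EC20-to-EC100 acetylcholine; Repeats: one well per compound, no replicates.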
CHRM4 PAM = CHRM4 positive allosteric modulation; P08173; CHO-K1 hM4/Gqi5, Fluo-8 calcium fluorescence, ACh EC20; 0% = ACh EC20, 100% = maximal ACh; activation, % at 3 µM; 360,000 tested, 0.4% active; AID 624126;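 active means activation above its plate's cutoff, the mean activation of sample wells plus 3 SD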; further: some results filed as inactive read as strong as hits
CHRM5 antagonist = blocks acetylcholine activation of human M5 receptor | P08912 | CHO-hM5 cells, Fluo-8 calcium fluorescence, ACh EC80 | inhibition, % at 3 µM | 360,000 tested, 0.59% active;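 active means inhibition above a per-plate cutoff, the mean of that plate's test compounds plus 3 SD, cut at about 27% in these data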;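 further: 0% = acetylcholine EC80 with DMSO and 100% = DMSO without agonist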
M4 ag = CHRM4 agonism in calcium assay | P08173 | CHO-K1 hM4/Gqi5, Fluo-8 calcium fluorescence; vehicle 0%, full acetylcholine response 100% | activation, % at 3 µM | 360,000 tested, 0.14% active | AID 624127;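 active means activation above the run mean over all test wells plus 3 SD, cut at about 32% in these data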;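 further: peak over basal fluorescence ratio per well then scaled between controls; 0% = DMSO wells and 100% = acetylcholine at EC100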
CRFBP-R2 agonist = CRF-BP/CRF-R2 complex agonism. 350,000 tested, 0.46% active. activation, % at 13.2 µM. HEK293 CRF-R2/CRF-BP, calcium dye fluorescence (FLIPR); percent of saturating CRF peptide response. AID 588473;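 active means activation of at least 50%, plus an integration ratio under a set limit after plate pattern correction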;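 further: plate controls were neutral control wells without compound for no effect and CRF at EC100 for full effect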
CHRM5 agonist = CHRM5 agonism in calcium assay. CHO-K1 hM5 cells, Fluo-8 calcium fluorescence; 0% DMSO wells, 100% maximal acetylcholine response. activation, % at 3 µM. P08912. 360,000 tested, 0.19% active;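 active means activation above the run's mean over test compounds plus 3 SD, cut at about 23% in these data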;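 further: signal is peak over basal fluorescence ratio across the kinetic read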
CRFBP-R2 block = blocks CRF-induced signaling of the CRF-BP/CRF-R2 complex; HEK293 CRF-R2/CRF-BP, CRF-induced calcium fluorescence; inhibition, % at 11.8 µM; 350,000 tested, 0.59% active; AID 588475;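 active means inhibition of the ligand-induced calcium signal above about 50% at the single tested concentration, limit read from the data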
M4 antag = antagonists of human muscarinic M4 receptor (CHRM4); P08173; CHO-hM4 cells, ACh EC80, Fluo-8 calcium fluorescence; inhibition, % at 3 µM; 360,000 tested, 0.73% active; AID 624125;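 active means inhibition above its plate's cutoff, the mean inhibition of sample wells plus 3 SD, cut at about 27% in these data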;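 further: 0% = acetylcholine EC80 with DMSO and 100% = DMSO without agonist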
An asterisk follows results filed as active; . = no result given.

CHRM1 PAM	CHRM5 PAM	CHRM4 PAM	CHRM5 antagonist	M4 ag	CRFBP-R2 agonist	CHRM5 agonist	CRFBP-R2 block	M4 antag	SMILES
1	2	-11	-3	0	-2.1	-3	3	-5	O=C(CSc1ncccn1)NC1CCCc2ccccc21 (stereo unspecified)
-2	-1	1	-4	1	1.4	1	1	-5	CCOC(=O)C1CCN(CC(=O)c2c(C)[nH]c3cc(C)ccc23)CC1
2	0	1	-2	0	-0.5	0	23	-8	Cn1cnc([N+](=O)[O-])c1Sc1ccccc1
-2	6	-2	6	0	-0.2	-7	-5	22	CCOc1ccc(C(=O)NCC(=O)OCC(=O)Nc2ccccc2OCC)cc1
7	2	10	-1	0	1.0	2	-31	-10	CCOC(=O)Nc1ccc(S(=O)(=O)Nc2nccc(C)n2)cc1
7	-1	0	3	1	-1.3	0	6	-1	Fc1cccc(/C=N/Nc2ncnc3nc[nH]c23)c1
3	-12	-2	1	5	1.6	1	9	8	Cc1ccc(NS(=O)(=O)c2ccc(NC(=O)[C@@H]3CCCC[C@@H]3C(=O)O)cc2)c(C)c1
4	-1	-6	1	0	3.3	1	31	5	O=c1c2ccccc2c(-c2ccccc2)nn1Cc1ccccc1
6	17	3	0	1	1.4	3	6	0	CCC(C(=O)NC1C(=O)N2C(C(=O)O)=C(CSc3nnc(C)s3)CSC12)c1ccccc1 (stereo unspecified)
8	-12	6	15	2	-1.3	-2	-16	-1	CC(=O)Nc1ccc(S(=O)(=O)N2CC3(C)CC2CC(C)(C)C3)cc1 (stereo unspecified)
7	4	2	-11	1	0.3	-1	12	-3	COC(=O)[C@]1(Cc2ccccc2)N[C@H](CN(C)C(=O)NC(C)C)[C@@H]2C(=O)N(C)C(=O)[C@@H]21
8	-5	1	11	3	-0.7	-1	-1	8	O=C(NCCc1c[nH]c2ccccc12)c1ccc2c(c1)OCO2
-8	-7	0	5	1	-0.2	-1	11	-4	COCCNC(=O)c1cc2oc3ccccc3c2n1C
2	8	-2	-9	0	1.4	9	-2	-2	O=C1CCC([N+](=O)[O-])C(c2cc(Br)ccc2F)N1 (stereo unspecified)
5	-3	6	0	0	0.0	-3	8	-5	C=CCN(c1cccc(C(F)(F)F)c1)S(=O)(=O)c1cccc(C(=O)OCC(=O)NC)c1
2	0	7	16	0	1.5	-1	14	-15	COC(=O)c1ccc(CNC(=O)CCC(=O)N2CCOCC2)cc1
-4	-2	-8	3	1	-1.3	1	1	-1	COc1ccc(CNC(=O)C2CCC(=O)N(CCCN3CCCC3=O)C2)c(OC)c1 (stereo unspecified)
3	-9	5	13	1	-0.8	0	2	-4	Cc1ccc(NC(=O)C2CC(=O)n3ncnc3N2)cc1C (stereo unspecified)
-2	-3	-9	-4	6	0.2	-3	5	-2	O=C(COC(=O)/C=C/c1ccc(F)cc1)Nc1cccc(S(=O)(=O)N2CCCC2)c1
-8	-6	-5	8	17	.	5	.	-5	OC1CCC(Nc2ccn3nc(-c4cccc(OCc5ccccc5)c4)cc3n2)CC1 (stereo unspecified)

(list continues)
CHRM1 PAM	CHRM5 PAM	CHRM4 PAM	CHRM5 antagonist	M4 ag	CRFBP-R2 agonist	CHRM5 agonist	CRFBP-R2 block	M4 antag	SMILES
2	9	1	-2	0	0.1	0	21	-2	CCN(CC)S(=O)(=O)c1ccc(OC)nc1
5	-8	-4	0	1	-1.1	2	15	11	O=C(N/N=C/c1cccn1-c1ccc([N+](=O)[O-])cc1)c1cccnc1
-6	2	-3	12	2	-1.7	-3	7	-10	CCCCn1nc2cc(C(=O)NCc3ccc(OC(F)(F)F)cc3)ccc2c1OC
1	-2	4	7	0	1.7	0	17	4	CC(c1ccccn1)C(C)(O)C(C)c1ccccn1 (stereo unspecified)
1	-3	1	10	-1	1.6	2	-9	-6	CCOCCCNC(=O)CCc1nnc2ccc(N3CCCCC3)nn12
1	8	19	4	0	-0.1	-1	6	6	O=C(NNC(=O)c1sc2cccc(Cl)c2c1Cl)Nc1ccccc1
8	3	-4	-5	0	-2.9	-5	-4	1	CS/C(=N\S(=O)(=O)c1cccs1)Nc1ccc(F)cc1
-4	-7	6	-1	-2	-0.6	-7	10	-9	CCCCC(=O)NC(c1ccccc1Cl)c1c(O)ccc2ccccc12 (stereo unspecified)
16	3	3	-6	0	0.4	-8	-121	-1	COc1cc(/C=N/N=C(N)N)ccc1OCc1ccc(Cl)cc1
-3	1	-5	13	0	-6.7	-4	7	8	Cc1noc(C(=O)N(C)c2ccccc2)c1Cl
8	-3	0	6	2	-0.2	1	4	-7	CC(C)(C)[C@H]1COC(=O)CC/C=C\C[C@@H](CC(=O)N(CCO)Cc2ccccc2)C(=O)N1
6	-5	-4	9	0	0.5	-4	-30	8	O=C(NCCSC1CCCCC1)c1ccccc1
.	0	15	-4	1	.	3	.	-8	CC(C)C[C@@H](CN1CCC[C@H]1CN1C(=O)C(=O)NC[C@@H]1Cc1ccc(O)cc1)N1C[C@H](Cc2ccc(O)cc2)N(CC2CCCCC2)C(=O)C1=O
6	-4	3	4	1	-0.8	-5	5	-2	Cc1ccccc1C(=O)NCCCCc1ccccc1
8	2	-8	2	2	1.5	-5	7	-6	O=[N+]([O-])c1ccc(N2CCN(S(=O)(=O)c3ccccc3)CC2)cc1
4	2	1	-13	1	0.2	0	2	-4	Cc1ccc(N(C(C)C(=O)N2CCCCC2)S(C)(=O)=O)cc1C (stereo unspecified)
14	-7	-1	-10	1	-0.8	-4	10	-15	CCOC(=O)CNc1nc(Cl)nc(Nc2ccc(OC)cc2OC)n1
-4	-3	-5	6	4	0.6	-4	-1	-6	COc1cc2nc(CN3CCC(C(O)(c4ccccc4)c4ccccc4)CC3)[nH]c(=O)c2cc1OC
2	-7	-5	18	0	1.4	-4	8	8	CC(Sc1nncn1C)C(=O)NCCC1=CCCCC1 (stereo unspecified)
-3	1	-4	11	1	14	0	-19	7	CNC(=O)c1c(NC(=O)c2ccc(S(=O)(=O)N3CC(C)OC(C)C3)cc2)sc2c1CCN(C(C)C)C2 (stereo unspecified)

Brought forward from above: four compounds; new compounds follow.
CHRM1 PAM	CHRM5 PAM	CHRM4 PAM	CHRM5 antagonist	M4 ag	CRFBP-R2 agonist	CHRM5 agonist	CRFBP-R2 block	M4 antag	SMILES
14	-7	-1	-10	1	-0.8	-4	10	-15	CCOC(=O)CNc1nc(Cl)nc(Nc2ccc(OC)cc2OC)n1
-4	-3	-5	6	4	0.6	-4	-1	-6	COc1cc2nc(CN3CCC(C(O)(c4ccccc4)c4ccccc4)CC3)[nH]c(=O)c2cc1OC
2	-7	-5	18	0	1.4	-4	8	8	CC(Sc1nncn1C)C(=O)NCCC1=CCCCC1 (stereo unspecified)
-3	1	-4	11	1	14	0	-19	7	CNC(=O)c1c(NC(=O)c2ccc(S(=O)(=O)N3CC(C)OC(C)C3)cc2)sc2c1CCN(C(C)C)C2 (stereo unspecified)
13	1	11	-6	2	-0.9	3	5	-17	Cc1cnc(C(=O)OCC(=O)Nc2cc(-c3ccccc3)nn2-c2ccccc2)cn1
0	-8	-8	14	0	1.1	-8	-5	1	COc1ccccc1N1CCN(C(=S)NC(=O)/C=C/c2ccc(F)cc2)CC1
9	-9	3	4	0	-0.5	-5	7	-4	CCOC(=O)CCSc1nnc(-c2cccnc2)n1-c1ccccc1OC
7	1	-4	-5	0	1.8	0	-11	4	CCN1CCCC1CNC(=O)C(=O)NC(C)C (stereo unspecified)
1	-4	8	5	1	.	1	.	-8	Cc1ccc(CNC(=O)/C=C/[C@H]2O[C@@H](n3cc(C)c(=O)[nH]c3=O)C[C@@H]2O)o1
12	-7	-6	7	3	3.3	0	-41	-10	Cc1ccc(N(C)C(=O)c2ccc3c(Cl)c4c(nc3c2)CCC4)cc1C
3	-5	-7	-2	4	1.6	4	-2	1	Cc1ccc(S(=O)(=O)NCCCNS(=O)(=O)c2ccc(C)cc2)cc1
5	2	7	-3	1	-1.8	-1	19	1	COc1cccc2cc(C(=O)Oc3ccc(NC(C)=O)cc3)c(=O)oc12
5	-1	8	-14	1	2.8	1	-12	-5	Cc1cc(C)c2c(n1)sc1c(=O)n(Cc3ccccc3Cl)nnc12
11	5	10	1	0	-1.1	4	10	2	COc1ccc(OC)c(N(CC(=O)NCc2ccccn2)S(C)(=O)=O)c1
7	-3	-6	9	0	-0.5	-1	-3	-5	CC1CCN(CCC(=O)Nc2nccs2)CC1
2	-4	-3	3	0	0.0	0	5	3	O=C(O)C1CCCCC1C(=O)NCCCc1ccccc1 (stereo unspecified)
8	3	9	1	1	-0.7	2	3	-3	C#CCOCCOCCOCCNc1nc(N2CCOCC2)nc(N2CCN(C(=O)[C@H](Cc3ccc(O)cc3)n3cc([C@@H](N)CC(C)C)nn3)CC2)n1
6	1	1	4	1	6.7	-2	27	-10	Cn1c(=O)oc2cc(S(=O)(=O)N3CCC(N4CCCCC4)CC3)ccc21
11	-3	-5	-1	1	-0.2	-4	17	4	Nc1ccccc1SCCS(=O)(=O)c1ccc(Cl)cc1
3	1	28	-3	0	-2.5	2	4	4	COc1ccc(N/C=C2\CCOC2=O)cc1
12	-6	4	-6	1	1.1	1	-2	-4	COc1cc(/C=C2\SC(=S)N(CC(=O)Nc3ccc(O)cc3)C2=O)cc(OC)c1OC
13	0	6	8	0	-1.8	1	-12	-9	O=C(COC(=O)c1c[nH]c2ccccc12)NCc1ccccc1
-1	-3	7	9	1	0.2	1	-2	-9	Nc1cc(=O)[nH]c(SCC(=O)c2ccc(F)cc2)n1
3	0	-5	-14	8	2.2	-1	2	-16	CCC/C=C/c1ccc(CN2C(C(C)C)C(=O)N(Cc3cn(CCC4OCCO4)nn3)CCS2(=O)=O)cc1 (stereo unspecified)

Following part:
CHRM1 PAM	CHRM5 PAM	CHRM4 PAM	CHRM5 antagonist	M4 ag	CRFBP-R2 agonist	CHRM5 agonist	CRFBP-R2 block	M4 antag	SMILES
14	0	0	14	1	15	1	6	-4	O=C(COC(=O)/C=C/c1ccc([N+](=O)[O-])cc1)NCC1CCCCC1
5	6	7	-6	0	0.4	3	-9	6	Cc1ccc[n+](CC(=O)c2ccc(-c3ccccc3)cc2)c1
6	6	-3	2	3	0.8	-4	-4	-11	Cc1cc(NC(=O)CSc2nc3ccsc3c(=O)n2CCCC(=O)NCCc2ccccc2)no1
3	-9	-3	1	4	5.9	0	19	1	Cc1[nH]c2ccc(F)cc2c(=O)c1SC(F)(F)C(F)F
6	3	4	-1	3	6.9	-2	7	3	COc1ccc([C@@H]2[C@@H]3C(=O)N(C(C)(C)C)C(=O)[C@@H]3[C@]3(C)C(=O)N(c4cccc(Br)c4)C(=O)N23)cc1
9	8	10	-19	1	0.8	4	-3	11	COc1cc2cc(CN(CCO)C(=O)c3cccs3)c(=O)[nH]c2cc1OC
-9	3	2	13	-1	-0.9	-3	-61	8	O=Cc1ccc(-c2cc(Cl)ccc2Cl)[nH]1
-1	1	2	4	1	-0.9	0	-9	-1	CN(C)S(=O)(=O)c1cccc(NC(=O)c2cc(=O)[nH]c3ccccc23)c1
-5	8	1	-9	1	50*	-2	-15	-15	Cc1ccc(OCC(=O)NNC(=S)NC(=O)c2cccs2)c(C)c1
-11	-4	-7	-9	0	80*	-2	-7	-13	COc1ccc(C=Cc2ccc3ccccc3n2)c(OC)c1
3	-1	-4	1	0	-1.3	1	10	4	COc1ccccc1C(=O)Nc1cc2cc(Br)ccc2oc1=O

Source: PubChem (several laboratories)

Hits appear at their usual frequency; about 2.6% have a hit in one of these screens.
